Pf growth 96h: inhibits malaria parasite growth, 96 h; P. falciparum luciferase reporter growth, 96 h; Potency, µM (titrated, usually from 28.7 µM), inactives show at the highest dose activity change, negative = inhibition, most hits filed as inhibitors; hit rate 6.9% among 320,000; AID 504834
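Erythrocytes infected with luciferase-expressing P. falciparum were dispensed at 2% hematocrit and 0.05% parasitemia (final), then incubated with compounds 96 hours at 37 C in 5% CO2. Luminescence after detection reagent addition reported growth.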
Sm TGR inh: inhibitors of Schistosoma mansoni thioredoxin glutathione reductase; Q962Y6; purified TGR, DTNB reduction, TNB absorbance 405 nm; Potency, µM (top dose mostly 114 µM), without a hit: top-dose activity change, negative = inhibition, most hits filed as inhibitors; hit rate 3% among 360,000; further: nearly all actives have a fitted effect of over 60% in size
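Kinetic colorimetric format: TGR-catalysed, NADPH-driven DTNB reduction monitored via TNB absorbance. Enzyme dispensed at 20 nM; compound exposure 15 min at room temperature before reaction start.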
Pf growth 48h: P. falciparum growth inhibition at 48 hours (one generation). P. falciparum luciferase growth in erythrocytes, 48 h. hit rate 5.9% among 310,000. Potency, µM (highest dose often 28.7 µM), for inactives: at the highest dose activity change, negative = inhibition, usual class: inhibitors
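Growth was read as firefly luciferase luminescence after a 48 h, 37 C, 5% CO2 exposure of compounds to reporter-bearing P. falciparum cultures (0.1% parasitemia, 2% hematocrit final) in Albumax-supplemented RPMI 1640.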
HCV inhibitor: blocks hepatitis C virus; Huh7.5.1 HCVcc-Cre infection, luciferase reporter, 44 h; Potency, µM (highest dose often 41.8 µM), for inactives: top-dose activity change, negative = inhibition, usual class: inhibitors; hit rate 3.4% among 340,000; AID 651820
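Seed cells (1,000/well) for 4 h; treat with compound and infect with HCVcc-Cre, moi about 0.5. Incubate 44 h, then detect luciferase activity.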
TbPYK inhibitor: T. brucei pyruvate kinase inhibition | TbPYK enzyme, Kinase-Glo Plus ATP luminescence, 45 min | Potency, µM (titrated, usually from 76.8 µM), for inactives: at the highest dose activity, negative = inhibition, actives largely listed as inhibitors | hit rate 0.12% among 410,000 | Q57TT1; further: nearly all actives have a fitted effect of over 50% in size
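TbPYK + substrate in 50 mM TEA pH 7.2, 100 mM KCl, 10 mM MgCl2, 0.05% BSA, 0.01% Tween-20; cpd pinned; ADP 130 uM final; 45 min RT; Kinase-Glo Plus 10 min; luminescence endpoint.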
LmPK inhibitor: blocks Leishmania mexicana pyruvate kinase activity. Q27686. purified LmPK, Kinase-Glo ATP luminescence, 1 h. Potency, µM (titrated, usually from 57.5 µM), without a hit: at the top dose activity change, negative = inhibition, actives largely listed as inhibitors. hit rate 0.37% among 290,000
Target sequence (Q27686 whole entry, looked up): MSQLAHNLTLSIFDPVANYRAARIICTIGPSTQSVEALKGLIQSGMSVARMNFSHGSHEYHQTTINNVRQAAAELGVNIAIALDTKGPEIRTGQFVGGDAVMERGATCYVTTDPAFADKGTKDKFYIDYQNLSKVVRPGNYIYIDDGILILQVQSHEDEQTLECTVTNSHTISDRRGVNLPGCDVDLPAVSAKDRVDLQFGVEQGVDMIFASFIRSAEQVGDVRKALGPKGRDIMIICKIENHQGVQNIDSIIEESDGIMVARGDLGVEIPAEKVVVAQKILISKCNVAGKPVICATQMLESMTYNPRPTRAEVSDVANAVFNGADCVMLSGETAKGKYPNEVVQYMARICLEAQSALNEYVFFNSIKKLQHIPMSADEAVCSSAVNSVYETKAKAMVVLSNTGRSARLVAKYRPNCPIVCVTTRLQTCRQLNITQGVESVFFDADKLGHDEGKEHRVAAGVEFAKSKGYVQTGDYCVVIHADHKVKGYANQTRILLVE
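qHTS format; LmPK 0.1 nM; substrates PEP 0.5 mM and ADP 0.1 mM. One-hour room-temperature incubation, then coupled luciferase luminescence; 0.5 nM enzyme wells mark activation.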
Starred values were filed as active, the others as inactive; ? = inconclusive; / = not tested or not shown; & = joins results of further samples; [ ] = remark or other dose. The call rests on the fitted dose curve; in most records, active means well fitted curve in the direction sought with a large enough effect; inconclusive means small, poorly fitted or top-dose-only effect, or another doubt; inactive means no such curve, though single readings can be large; an effect the other way counts as inactive or inconclusive. On the % scale 0 is the no-effect control and ±100 the full control effect; potency means the concentration at half of the fitted maximal effect.

Assay codes: A = Pf growth 96h; B = Sm TGR inh; C = Pf growth 48h; D = HCV inhibitor; E = TbPYK inhibitor; F = LmPK inhibitor
Cc1ccc(C)c(N2CCN(C(=S)Nc3ccc4nc(N5CCN(C)CC5)cc(C)c4c3)CC2)c1
  A: 27% | B: 5% | C: 10µM* | D: 2.5µM* | E: -2% | F: -2%

CCOc1cc(C2C(C(=O)c3ccc(C)cc3)=C(C(=O)OC)Nc3nnnn32)ccc1O (centres undefined)
  A: 0% | B: 0% | C: / | D: 16% | E: -6% | F: 12%

CCOC(=O)c1c(C)[nH]c(C(=O)COC(=O)C(C)Oc2ccc(Cl)cc2Cl)c1C (centres undefined)
  A: 25% | B: 4% | C: 14% | D: 18% | E: -1% | F: -2%

Cc1nc(C)n(C)c(=O)c1-c1ccccc1
  A: ? | B: -4% | C: 16% | D: 9% | E: -5% | F: -3%

O=[N+]([O-])c1ccc(N/N=C/c2sc(N3CCOCC3)nc2-c2ccccc2)c(S(=O)(=O)Nc2ccc(Cl)cc2)c1
  A: ? | B: / | C: ? | D: 2.5µM* | E: -12% | F: -11%

Cc1cccc(N2CCN(CC(=O)N(C)Cc3ccccc3)CC2C)c1 (centres undefined)
  A: -40% | B: -6% | C: -62% | D: 10% | E: 5% | F: 3%

O=c1[nH]nc(Cc2ccc(-c3ccccc3Cl)o2)c2ccccc12
  A: ? | B: -16% | C: ? | D: -9% | E: -1% | F: 0%

CCc1nn(C(CC)C(=O)NCC(C)c2ccccc2)c(=O)c2cc3occc3n12 (centres undefined)
  A: 11% | B: -4% | C: ? | D: ? | E: -7% | F: -7%

Cc1ccc(NC(=O)CCSCCC(=O)Nc2ccc(C)c(C)c2)cc1C
  A: ? | B: -7% | C: -10% | D: -9% | E: -2% | F: -2%

CC(O)CNc1nc2ccccc2n1CC(=O)NCC(F)(F)F (centres undefined)
  A: 13% | B: -8% | C: 5% | D: 8% | E: 2% | F: 1%

CS(=O)(=O)Nc1ccc(-c2nnc3n2CCCCC3)cc1
  A: 22% | B: -13% | C: -3% | D: 17% | E: 1% | F: 1%

COc1ccc(S(=O)(=O)N2CCC(C(=O)Nc3ccccc3N3CCCC3)CC2)cc1OC
  A: 12µM* | B: -16% | C: ? | D: ? | E: 9% | F: 6%

Nc1c(C(=O)NC2CC2)sc2nc3c(c(-c4ccco4)c12)CC/C3=C/c1ccco1
  A: 88%[activator] | B: 5µM* | C: 49%[activator] | D: ? | E: -30% | F: -1%

O=[N+]([O-])c1ccc(F)cc1OCc1cccc(S(=O)(=O)N2CCOCC2)c1
  A: 0% | B: 0% | C: -3% | D: -29% | E: 2% | F: /

Cc1nc2ccccn2c1C(=O)N/N=C/c1ccc(CNC(=O)C(=O)Nc2ccccc2)o1
  A: 47%[activator] | B: -18% | C: 23% | D: 5% | E: 0% | F: -2%

Continuation:
Assay codes: A = Pf growth 96h; B = Sm TGR inh; C = Pf growth 48h; D = HCV inhibitor; E = TbPYK inhibitor; F = LmPK inhibitor
O=C(Nc1ccc2nc(-c3ccccn3)c(-c3ccccn3)nc2c1)N1CCOCC1
  A: ? | B: 7% | C: -21% | D: 0% | E: -9% | F: -2%

CN1CCN(NC(=O)c2cc(-c3ccc(Cl)s3)nc3ccccc23)CC1
  A: 13% | B: -6% | C: -23% | D: ? | E: -3% | F: -2%

Cc1cccc(Oc2ccccc2NC(=O)CN2C(=O)NC3(CCCC3)C2=O)c1
  A: 26% | B: 5% | C: ? | D: ? | E: 7% | F: /

COc1cccc(NC(=O)NCCCSC2CCCCC2)c1
  A: 22% | B: 8% | C: -2% | D: ? | E: -28% | F: 5%

O=C(CSc1nnc2ccc(-c3ccncc3)nn12)Nc1ccc(F)cc1
  A: ? | B: -14% | C: 12µM* | D: 16% | E: 4% | F: /

C/C=C/C(=O)OCC(=O)Nc1cccc(Br)c1
  A: 33%[activator] | B: -1% | C: 0% | D: -1% | E: 3% | F: -3%

Cc1ccc(C(=O)CSc2cc(C)nc(SCC(=O)c3ccccc3)n2)cc1
  A: / | B: -5% | C: -17% | D: ? | E: -12% | F: 0%

COC(=O)C1CCN(C(c2ccc(OC)c(OC)c2)c2sc3nc(C)nn3c2O)CC1 (centres undefined)
  A: -22% | B: -1% | C: -13% | D: -1% | E: 2% | F: -2%

COC(=O)c1cc2sc(Cl)cc2n1Cc1nc(-c2cccc(C)c2)oc1C
  A: 27% | B: -1% | C: / | D: / | E: / | F: 7%

O=C(NCc1ccccc1)c1ccc(S(=O)(=O)N2CCCc3ccccc32)cc1
  A: ? | B: 37%[activator] | C: -29% | D: 13µM* | E: 0% | F: -7%

COc1ccc(/C=C/C(=O)c2ccc(NS(=O)(=O)c3ccc(C)cc3)cc2)cc1O
  A: 12µM* | B: -10% | C: 15µM* | D: ? | E: -6% | F: 3%

CC(Oc1ccccc1)C(=O)Nc1ccc(S(=O)(=O)Nc2nccs2)cc1 (centres undefined)
  A: 2% | B: 4% | C: -7% | D: 16% | E: 2% | F: 3%

CN(C)/N=N/c1nc[nH]c1C(N)=O
  A: 6% | B: / | C: -7% | D: / | E: -9% | F: /

COc1ccc(NC(=O)CSc2ccc3nnc(-c4ccccn4)n3n2)cc1
  A: 12µM* | B: 0% | C: ? | D: / | E: -10% | F: 2%

CCC(=O)c1c[nH]c(C(=O)NCc2cccs2)c1
  A: 0% | B: -7% | C: 3% | D: 13% | E: -2% | F: 3%

Rewritten as labelled records: entries from further up.
> O=C(NCc1ccccc1)c1ccc(S(=O)(=O)N2CCCc3ccccc32)cc1
- Pf growth 96h: ?
- Sm TGR inh: 37%[activator]
- Pf growth 48h: -29%
- HCV inhibitor: 13µM*
- TbPYK inhibitor: 0%
- LmPK inhibitor: -7%
> COc1cccc(NC(=O)NCCCSC2CCCCC2)c1
- Pf growth 96h: 22%
- Sm TGR inh: 8%
- Pf growth 48h: -2%
- HCV inhibitor: ?
- TbPYK inhibitor: -28%
- LmPK inhibitor: 5%

Additional structures
| SMILES | Pf growth 96h | Sm TGR inh | Pf growth 48h | HCV inhibitor | TbPYK inhibitor | LmPK inhibitor |
| --- | --- | --- | --- | --- | --- | --- |
| Cc1sc2ncn(CC(=O)NCC(=O)N(C)C3CCCCC3)c(=O)c2c1C | ? | -12% | / | -17% | -9% | 9% |
| CC(C)Cc1nc(N2CCN(C(=O)C(C)C)CC2)c(C#N)c2c1CCC2 | ? | -1% | 151% | -22% | -2% | 5% |
| Oc1ccc(CN2CCN(c3ncccn3)CC2)cc1 | -26% | 0% | -6% | 7% | 11% | 3% |
| CCOC(=O)CSc1ccc2nnc(-c3cccs3)n2n1 | -2% | -1% | 7% | 9% | -23% | -1% |
| CN1CCN(c2nc3c(c(=O)[nH]c(=O)n3C)n2CCSc2nnnn2-c2ccccc2)CC1 | 5% | -4% | -1% | -3% | 0% | 2% |
| COc1cccc(/C=N/n2nnnc2N)c1OCc1ccccc1Cl | 11% | 2% | 10% | ? | -10% | 3% |
| CC(C#N)Sc1ccc(S(=O)(=O)N(C)C2CCCCC2)cn1 (centres undefined) | -10% | -7% | 1% | 7% | 3% | / |
| CCOc1ccc(C2CC(c3ccccc3C)n3nc(N)nc3N2)cc1 (centres undefined) | ? | 8% | -28% | -3% | -27% | 7% |
| COc1ccc(/C=C/c2nc(-c3ccccc3O)n[nH]2)cc1 | 282%[activator] | -3% | 117%[activator] | 1% | -8% | -16% |
| CCOc1ccc(N(CC(=O)Nc2ccccc2C(=O)NC(C)CC)S(C)(=O)=O)cc1 (centres undefined) | ? | 4% | -6% | -4% | -5% | 2% |
| Cc1cccc(C(=O)c2c[nH]cc2-c2ccccc2)c1 | 40% | 1% | 8% | -15% | -1% | 2% |
| COc1ccc(C(CNC(=O)c2ccc(C)c(S(=O)(=O)Nc3ccccc3OC)c2)N2CCCC2)cc1 (centres undefined) | ? | -11% | 4.1µM* | -20% | -4% | -7% |
| CCc1nc2ccccc2c(C(=O)OCC(=O)Nc2ccc(S(=O)(=O)N3CCOCC3)cc2)c1C | 21% | 0% | 9.3µM* | 11µM* | 0% | 1% |
| CSc1nnc(C2CCN(CC(=O)Nc3ccccc3N3CCOCC3)CC2)n1C | ? | 8% | -26% | 21% | -22% | -7% |
| CCS(=O)(=O)NCCc1cc2cc(C)c(C)cc2[nH]c1=O | 239%[activator] | -24% | 57%[activator] | 8% | -23% | 4% |
| COc1ccc(CCNc2nc3ccc(C)cc3n3cnnc23)cc1OC | 20% | 11%&0% | -31% | -5% | 1%&5% | 5% |
| CCn1cnc2cc(NCc3ccncc3)ccc21 | / | 0% | 10% | 1% | -6% | 1% |
| COCCNc1nc(C)cc(-c2cc(C(=O)NCc3ccccc3)on2)n1 | 62%[activator] | 2% | 42%[activator] | 1% | -1% | -9% |
| C=CCn1c(Oc2ccc(C(=O)OC)cc2)nc2c1c(=O)n(C)c(=O)n2C | 5.9µM* | 7% | 21% | -22% | -3% | 1% |
| Cc1n[nH]c(C)c1S(=O)(=O)N1CCN(C(=O)c2ccco2)CC1 | -3% | 0% | 27% | 12% | -2% | -8% |

Following part
| SMILES | Pf growth 96h | Sm TGR inh | Pf growth 48h | HCV inhibitor | TbPYK inhibitor | LmPK inhibitor |
| --- | --- | --- | --- | --- | --- | --- |
| N/C(=N\OC(=O)/C=C/c1ccccc1Cl)c1ccccn1 | 27% | -21% | 395%[activator] | 4% | -1% | ? |
| COc1ccc(C(=O)N2CCc3c([nH]c4ccccc34)C2C(F)(F)F)cc1 (centres undefined) | ? | 0% | ? | ? | -2% | 2% |
| CCn1c(N2CCN(C(=O)c3ccco3)CC2)nc2ccccc21 | 0% | 16% | -2% | -3% | -3% | 0% |
| CC(=O)Nc1ccc(NC(=O)CCOc2cc(C)ccc2C)cc1 | 4% | -8% | -1% | -1% | -4% | 0% |
| C=C1CC2C(CC[C@]3(C)C(=O)CCC23)[C@]2(C)C=CC(=O)C=C12 (some centres undefined) | 13µM* | / | ? | / | 1% | / |
| O=C(Nc1ccccc1N1CCN(C(=O)c2ccc(Cl)cc2)CC1)c1cc2ccccc2o1 | / | -10% | ? | 11%&4% | -7% | -2% |

Complete entries as entered above.
Record of CC(=O)Nc1ccc(NC(=O)CCOc2cc(C)ccc2C)cc1 = Pf growth 96h: 4%; Sm TGR inh: -8%; Pf growth 48h: -1%; HCV inhibitor: -1%; TbPYK inhibitor: -4%; LmPK inhibitor: 0%
Record of O=C(Nc1ccccc1N1CCN(C(=O)c2ccc(Cl)cc2)CC1)c1cc2ccccc2o1 = Pf growth 96h: /; Sm TGR inh: -10%; Pf growth 48h: ?; HCV inhibitor: 11%&4%; TbPYK inhibitor: -7%; LmPK inhibitor: -2%
Record of C=C1CC2C(CC[C@]3(C)C(=O)CCC23)[C@]2(C)C=CC(=O)C=C12 (some centres undefined) = Pf growth 96h: 13µM*; Sm TGR inh: /; Pf growth 48h: ?; HCV inhibitor: /; TbPYK inhibitor: 1%; LmPK inhibitor: /
